Lipid storage S3 = qHTS Assay for Lipid Storage Modulators in Drosophila S3 Cells | lipid storage change, negative = inhibition, % at the top dose, mostly 46.1 µM; hits show Potency in µM | AID 2685 | actives 0.64% (n = 320,000) | Drosophila S3 cells, BODIPY lipid droplet fluorescence, 18-24 h; cells fed with added oleic acid; active means well fitted inhibition curve with a large enough effect in the signal ratio, with a control signal flat, not every such curve was filed as active; inconclusive means small, poorly fitted or top-dose-only effect, or effect the other way, or a change in a side signal; the % refers to the signal ratio
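Drosophila S3 cells got compounds at several concentrations plus oleic acid (400 uM solution). Laser-scanning cytometry with 488 nm excitation read lipid droplets at 500-530 nm and cells at 575-640 nm. Percent activity was relative to 20 uM Triacsin C.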
Lipid storage S3 cell count max = also measured in Lipid storage S3; calls as there; cell number change, %; measured here: cell count max response;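 cells counted by Cell Tracker Red CMTPX staining in the red channel; peak over a dose series mostly up to 46.1 µM; percent activity relative to internal control wells on each plate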
Starred values were filed as active, the others as inactive; i = inactive; ? = inconclusive; / = no result given; [ ] = remark or other dose. On the % scale 0 is the no-effect control and ±100 the full control effect; potency means the concentration at half of the fitted maximal effect. Not all compounds are listed; rates above refer to the full screens.

Lipid storage S3 cell count max	Lipid storage S3	smiles
9	9%	CCOC(=O)c1ccc(NC(=O)C2COc3ccccc3O2)cc1 (configuration not stated)
/	?	O=C(Cc1ccccc1[N+](=O)[O-])NCCCc1ccccc1
/	?	Cc1ccc(CS(=O)Cc2ccc(C(=O)NCc3ccc(OC(C)C)cc3)o2)cc1 (configuration not stated)
/	?	CC1CN(C(=O)c2ccccc2OCc2ccccc2Cl)CC(C)O1 (configuration not stated)
/	?	CC1(NC(=O)CCS(=O)(=O)c2ccc(Cl)cc2)CCS(=O)(=O)C1 (configuration not stated)
/	?	CCCCN(C(=O)NC(=O)Nc1cc(C)ccc1C)S(C)(=O)=O
7	7%	CCOC(=O)c1c[nH]n(-c2ccc(C)cc2)c1=O
0	-12%	COc1ccc2nc(SCC(=O)Nc3nccs3)[nH]c2c1
0	-15%	CC1OC(OCC2OC(Oc3c(-c4ccc(O)cc4)oc4cc(O)cc(O)c4c3=O)C(O)C(O)C2O)C(O)C(O)C1O (configuration not stated)
/	?	CCn1c(SCC(=O)Nc2nc(C)c(C(=O)OC)s2)nnc1C(C)C
20	i	CCn1cc(S(=O)(=O)c2cccc(C)c2)c(=O)c2cc(F)c(N3CCN(C)CC3)cc21
-8	2%	O=C(CSc1nnc(Cn2c(=O)sc3ccccc32)n1-c1ccccc1)NCc1ccco1
-5	11%	Cc1ccc(CNC(=O)Cn2c(=O)c3sccc3n(Cc3cccc([N+](=O)[O-])c3)c2=O)cc1
/	-12%	O=C(O)c1cccc(S(=O)(=O)Nc2ccc([N+](=O)[O-])cc2O)c1
-12	-1%	CCOc1ccc(CCN2C(=O)CCC2(C)C(=O)NC(C)CC)cc1OCC (configuration not stated)

Quoted from above (2 entries):
Lipid storage S3 cell count max	Lipid storage S3	smiles
/	?	CCCCN(C(=O)NC(=O)Nc1cc(C)ccc1C)S(C)(=O)=O
7	7%	CCOC(=O)c1c[nH]n(-c2ccc(C)cc2)c1=O

Fetched by compound from the list above:
Lipid storage S3 cell count max	Lipid storage S3	smiles
-12	-1%	CCOc1ccc(CCN2C(=O)CCC2(C)C(=O)NC(C)CC)cc1OCC (configuration not stated)
/	?	CCn1c(SCC(=O)Nc2nc(C)c(C(=O)OC)s2)nnc1C(C)C
-5	11%	Cc1ccc(CNC(=O)Cn2c(=O)c3sccc3n(Cc3cccc([N+](=O)[O-])c3)c2=O)cc1
/	?	CC1(NC(=O)CCS(=O)(=O)c2ccc(Cl)cc2)CCS(=O)(=O)C1 (configuration not stated)
/	-12%	O=C(O)c1cccc(S(=O)(=O)Nc2ccc([N+](=O)[O-])cc2O)c1
9	9%	CCOC(=O)c1ccc(NC(=O)C2COc3ccccc3O2)cc1 (configuration not stated)
/	?	CCCCN(C(=O)NC(=O)Nc1cc(C)ccc1C)S(C)(=O)=O

Remaining list, next part.
Lipid storage S3 cell count max	Lipid storage S3	smiles
/	?	CCOC(=O)N1CCN(CC(O)COC2CC(C)CC(C)(C)C2)CC1 (configuration not stated)
-7	14%	Cc1cc(C)nc(SCc2cn3cc(Cl)ccc3n2)n1
/	?	COc1ccccc1CNC(=O)COC(=O)c1nc(Cl)ccc1Cl
3	3%	COc1ccc2[nH]c(C(=O)O)c(CCN3C(=O)c4cccc([N+](=O)[O-])c4C3=O)c2c1
/	?	CCNC(=O)NC(=O)CSc1nc2ccccc2n1CC(C)C
0	i	O=C(Cn1ccc2cc(S(=O)(=O)N3CCCCC3)ccc21)NCc1ccccc1F
0	7%	Nc1nnc(CCCCCCCCCCc2nnc(N)s2)s1
/	?	O=C(CCC1CCN(Cc2ccccc2Cl)CC1)NC1CC1
7	0%	CCN(CC)Cc1c(O)ccc2c(=O)c(-c3ccccc3Cl)coc12
/	?	CCOCCOC(=O)c1ccc(-n2cnc(C)n2)nc1
/	?	COc1cccc(-c2c(C(=O)N/N=C/c3ccoc3)nnn2-c2nonc2N)c1
-11	-5%	C=CCSc1nc2ccccc2c2nc(-c3ccccc3)nn12
-12	-7%	CCOC(=O)Cc1csc(NC(=O)c2cccc(N3C(=O)CCC3=O)c2)n1
/	?	CC1CCN(c2c(NCC3CCC(C(=O)Nc4ccccn4)CC3)c(=O)c2=O)CC1 (configuration not stated)
/	i	COc1ccc(NC(=O)C(NC(=O)c2ccccc2)C(C)C)cc1 (configuration not stated)

Some of these compounds in order of molar mass, ascending.
Lipid storage S3 cell count max	Lipid storage S3	smiles
/	?	CCOCCOC(=O)c1ccc(-n2cnc(C)n2)nc1
-7	14%	Cc1cc(C)nc(SCc2cn3cc(Cl)ccc3n2)n1
/	i	COc1ccc(NC(=O)C(NC(=O)c2ccccc2)C(C)C)cc1 (configuration not stated)
-12	-7%	CCOC(=O)Cc1csc(NC(=O)c2cccc(N3C(=O)CCC3=O)c2)n1
/	?	COc1cccc(-c2c(C(=O)N/N=C/c3ccoc3)nnn2-c2nonc2N)c1

Continuation.
Lipid storage S3 cell count max	Lipid storage S3	smiles
4	10%	O=C(/C=C/c1cccs1)c1cc(Cl)ccc1O
7	6%	COc1ccccc1NC(=O)c1c(NC(=O)CCC(=O)O)sc2c1CCCCC2
/	?	CCOC(=O)c1c(-c2ccc(C)o2)csc1NC(=O)CSc1nnnn1-c1ccccc1
/	?	Cc1cc(CN2CCCC(C(=O)Nc3ccc(-c4nc5ccccc5[nH]4)cc3)C2)n[nH]1 (configuration not stated)
/	?	O=C(CSc1ncccn1)NC(=O)NCc1ccccc1
/	?	Cc1cc(C(=O)COC(=O)c2ccncc2)c(C)n1CCc1ccc(F)cc1
/	?	Cc1cc(C)c2nc(N3C(=O)C(O)=C(C(=O)c4ccco4)C3c3ccco3)sc2c1 (configuration not stated)
/	?	Nc1nc(N)c2ncc(C(=O)CCc3ccccc3)nc2n1
/	i	CN1CCN(C(=S)c2ccc(N(C)C)cc2)CC1
/	?	COc1ccc(C(=O)NCC(=O)N2CCC(Cc3ccccc3)CC2)cc1OC
-33	i	COc1ccc(S(=O)(=O)NCCc2ccccc2)cc1
/	?	COc1ccccc1N1CCN(C(=O)c2c(-c3ccccc3)noc2C)CC1
12	-1%	Oc1ccc(-c2cn3c(n2)SCC3)cc1
-26	i	Cc1ccc2c(c1)C1CC(C)(O2)N(c2cccc(C(=O)NCc3ccccn3)c2)C(=O)N1 (configuration not stated)
/	?	OCCCN=c1cc(-c2ccccc2)oc2ccc(Cl)cc12
0	-1%	Cc1ccc(C(=O)NC2CC3CCCC(C2)N3C(=S)NCc2ccco2)cc1 (configuration not stated)
/	7%	CCOC(=O)N1CCN(C(=O)c2ccc(Cn3c(=S)[nH]c4cc(OCC)c(OCC)cc4c3=O)cc2)CC1
/	?	CC(C)(C)c1cc(=O)n2c(C#N)c(C#N)nc2[nH]1
/	?	CCCn1c(=O)[nH]c(=O)c2c1nc(-c1ccc(OC)c(Br)c1)n2CCOC
-10	11%	CCC(Oc1ccccc1)C(=O)Nc1nnc(C)s1 (configuration not stated)
/	?	O=C1CC(Nc2ccc3ccccc3c2)C(=O)N1Cc1ccccc1 (configuration not stated)
-15	1%	O=[N+]([O-])c1ccc(N=NNc2ccccc2)cc1
/	?	CCn1ccnc1CN(C)Cc1cn(-c2cccc(C)c2)nc1-c1cccc(F)c1
/	?	COc1ccc(OCC(=O)N/N=C(\C)CC(=O)Nc2cccc([N+](=O)[O-])c2)cc1
5	9%	COc1ccc(N2CCN(C(=O)C3=NNC(=O)CC3)CC2)cc1
/	i	CC1(C)Cc2nc3sc4c(N(CCO)CCO)ncnc4c3cc2CO1
/	?	C=CCn1c(SCC(=O)c2ccc(O)c(O)c2)nnc1-c1ccc(OC)cc1
6	-27%	CC(NC(=O)Nc1ccccc1)C(c1ccccc1)N1CCOCC1 (configuration not stated)
/	0%	CCOc1cc(C)c(Cl)cc1S(=O)(=O)NCCOC
/	i	O=C(O)CNC(=O)c1ccc(NC(=O)/C(=C/c2ccccc2)NC(=O)c2ccccc2Br)cc1
-7	1%	Nc1nc(-c2ccccc2)cc(-c2ccccc2)n1
/	?	O=C(CN1C(=O)CCC1=O)Nc1nc(-c2ccccn2)cs1
/	?	S=C1NC[C@H](CC2CCCCC2)N1CC1CCCCC1
/	23%	CC1CCN(c2c(NCC3CCC(C(=O)NC4CCCCCC4)CC3)c(=O)c2=O)CC1 (configuration not stated)
/	?	O=C(C/C(=N/O)c1ccccc1O)C(F)F
/	?	COc1ccc(S(=O)(=O)NCc2ccccn2)c(C)c1C
-19	-17%	CCC(C)N1CCC(Oc2ccc(C(=O)NCc3ccccn3)cc2)CC1 (configuration not stated)
24	6%	O=C(CCn1c(=O)[nH]c2ccccc2c1=O)NCCSCc1ccccc1
-3	-6%	CC(=O)Nc1ccc(S(=O)(=O)Nc2nc3ccccc3nc2Nc2ccccc2)cc1
/	?	COc1ccc(CCNC(=O)Cn2nnc(C(=O)Nc3cccc(C)c3C)c2N)cc1OC
-10	-4%	C/C(=N\Nc1ccc([N+](=O)[O-])cc1[N+](=O)[O-])C(C)(C)C(C(=O)O)C(=O)O
/	?	COc1ccc(Cl)cc1NC(=O)C1CC(c2ccccc2O)=NO1 (configuration not stated)
12	-12%	COc1ccccc1NS(=O)(=O)c1cc(NC(=O)c2cccs2)ccc1N1CCOCC1
5	7%	Cc1cccc(C(=O)NC(=S)NNC(=O)c2ccc(Cl)cc2)c1
1	5%	COCC(=O)N(C)c1nnc(-c2cnc(C)cn2)s1
/	?	COc1ccc(C(=O)c2sc3nc(-c4ccccc4)ccc3c2N)cc1
2	11%	Cc1ccc2c(c1)C(=O)C(=O)N2CC(=O)Nc1ccc(N2CCOCC2)cc1
7	11%	CCCc1nc2c([nH]1)C(c1cccnc1)C(C#N)=C(N)O2 (configuration not stated)
/	?	O=C1Cc2ccccc2C(=O)N1c1ccc(F)cc1Cl
15	9%	CCCOc1ccc(C(=O)ON=C2CCN(C)CC2)cc1
/	?	COC(=O)c1cc(-c2cccc(OC)c2)c2c(=O)[nH]c(=O)n(C)c2n1
-2	7%	COc1cc(NC(=S)N(C)CCC#N)c(OC)cc1Cl
/	?	O=C(NCN1CCCCC1)c1cnccn1
5	18%	COc1cc(Br)cc(CN2CCN(C=O)CC2)c1O
/	?	O/N=C/c1ccc2cccc(O)c2n1
/	?	CCCCN(CC)C(=O)c1ccc(Cl)cc1
-12	-4%	COCCCNc1ncnc2ccc(C)cc12
/	?	COn1c(SCc2ccc(Cl)cc2)nc2ccccc2c1=O
/	i	Cc1ccc(S(=O)(=O)N2CCOCC2)cc1NC(=O)COc1ccc2c(C)cc(=O)oc2c1
9	-1%	COc1ccccc1NC(=O)N1C2CCCC1CC(NC(=O)c1ccccc1)C2 (configuration not stated)

New compounds follow.
Lipid storage S3 cell count max	Lipid storage S3	smiles
-9	-6%[9.22 µM]	CC(C)N(CCc1ccncc1)C(=O)Nc1ccc(F)cc1
-6	-13%	CCOC(=O)c1cnc2cc(C)nn2c1-c1ccccc1
/	?	COc1cccc(C(=O)NCCSCc2c(F)cccc2Cl)c1
-6	1%	CC1CCCC(C)N1S(=O)(=O)c1ccc(S(=O)(=O)NCc2ccccc2)cc1 (configuration not stated)
/	?	Cc1ccc(NC(=O)CN2C(=O)NC3(CCc4ccccc43)C2=O)cc1 (configuration not stated)
0	28%	Cc1nc(-c2ccc(Cl)cc2)sc1C1(C)CC(c2ccc([N+](=O)[O-])cc2)=NO1 (configuration not stated)
/	?	Cn1c(=O)[nH]c(=O)c2c1nc(Br)n2C/C=N/NC(=O)c1ccccc1
/	i	CCCS(=O)(=O)N1CCCC(C(=O)NCc2ccc(C)cc2)C1 (configuration not stated)
/	i	COc1cccc(NC(=O)CSc2nnnn2C(C)C)c1
11	-9%	NC(=NCc1ccc2c(c1)OCO2)NC(=O)c1ccccc1
6	9%	O=C(Nc1nc(-c2cccnc2)cs1)c1ccc([N+](=O)[O-])cc1
/	?	CC1CN(Cc2nnc(-c3ccccc3)o2)CC(C)O1 (configuration not stated)
/	?	CN1CCN(CC(O)COCCOc2ccc(Br)cc2)CC1 (configuration not stated)
/	?	COCCn1c(N)c(C#N)c2nc3ccccc3nc21
13	12%[9.22 µM]	CC(C)(C)NCCCCOc1ccc(F)cc1
7	-12%	O=C(NCCN1CCCOC1=O)C(=O)NCCN1CCCOC1=O
/	?	COc1ccc(S(=O)(=O)N2CCCN(CC(=O)Nc3ccc(NC(C)=O)cc3)CC2)cc1
/	i	N#Cc1c(NC(=O)CCn2cnc3ccccc3c2=O)oc(-c2ccccc2)c1-c1ccccc1
3	7%	O=C(c1ccccc1[N+](=O)[O-])N1CCCN(C(=O)c2ccccc2[N+](=O)[O-])CC1
-2	12%	COc1ccc(-c2csc(NC(=O)CCNC(=O)c3ccco3)n2)cc1OC
7	1%	O=C(NNc1ncnc2ccccc12)c1cccc(Cl)c1
/	?	Cc1cccc(OCCN2C(=O)C(=O)c3cccc(C)c32)c1
/	i	CCOc1ccc(C(=O)NC2CCN(C(=S)NCc3ccco3)CC2)cc1
/	?	O=C(O)c1ccc(-n2nnnc2SCc2ccccc2Br)cc1
/	?	O=C(NC(=S)Nc1ccc(S(=O)(=O)Nc2nccs2)cc1)c1ccc(F)c(F)c1
/	?	CC1(C)Cc2c(c(N3CCOCC3)nc3sc4c(NCc5ccco5)nnnc4c23)CS1
/	?	Cc1c(Cl)c([N+](=O)[O-])nn1CC(=O)N1CCCC1
/	18%	CSc1ccccc1NC(=O)c1ccccc1
/	?	O=S1(=O)CCOC[C@H](CC2CCCCC2)N1Cc1ccc(F)cc1
/	?	Cn1c(SCc2cc(=O)[nH]c3ccccc23)nnc1-c1ccco1

Screening results deposited in PubChem by National Center for Advancing Translational Sciences (NCATS).
